TDP1 cell CPT: growth inhibition of DT40 Tdp1-/-;hTDP1 cells with camptothecin (screen for TDP1 inhibitors) | actives 12% (n = 420,000) | Potency, µM (top dose mostly 46.2 µM), for the others: at the highest dose activity change, negative = growth inhibition, hits mostly inhibitors | chicken DT40 Tdp1-/-;hTDP1 cells + 20 nM CPT, ATP luminescence, 48 h | AID 686979; also: nearly all actives have a fitted effect of over 55% in size
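Cell growth measured by CellTiter-Glo luminescence after a minimum 48 h, 37 C compound exposure with 20 nM CPT in Tdp1-knockout DT40 cells stably expressing hTDP1, seeded 400/well; qHTS titration format.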
TDP1 block: blocks human tyrosyl-DNA phosphodiesterase 1. actives 0.28% (n = 350,000). Q9NUW8. Potency, µM (highest dose often 130 µM), for inactives: at the top dose activity change, negative = inhibition, usual class: inhibitors. AID 485290. recombinant TDP1, AlphaScreen DNA substrate cleavage; also: nearly all actives have a fitted effect of over 40% in size
Target sequence (Q9NUW8 whole entry, looked up): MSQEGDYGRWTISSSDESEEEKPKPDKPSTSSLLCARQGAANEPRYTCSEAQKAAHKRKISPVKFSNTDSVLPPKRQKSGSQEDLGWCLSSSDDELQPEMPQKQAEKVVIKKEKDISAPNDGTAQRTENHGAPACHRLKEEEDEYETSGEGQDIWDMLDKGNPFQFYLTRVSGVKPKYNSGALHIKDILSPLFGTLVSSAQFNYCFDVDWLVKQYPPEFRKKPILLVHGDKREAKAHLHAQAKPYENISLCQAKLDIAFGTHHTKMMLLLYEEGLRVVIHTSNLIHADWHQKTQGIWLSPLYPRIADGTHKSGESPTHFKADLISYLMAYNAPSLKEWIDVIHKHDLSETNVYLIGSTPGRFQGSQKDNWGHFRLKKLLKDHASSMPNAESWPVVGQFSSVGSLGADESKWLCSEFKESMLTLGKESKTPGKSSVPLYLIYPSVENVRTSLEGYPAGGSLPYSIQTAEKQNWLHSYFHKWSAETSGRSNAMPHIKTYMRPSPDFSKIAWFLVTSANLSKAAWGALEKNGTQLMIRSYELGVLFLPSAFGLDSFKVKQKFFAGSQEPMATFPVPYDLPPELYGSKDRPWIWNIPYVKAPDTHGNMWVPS
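Recombinant E. coli-expressed Tdp1 (1 nM) preincubated with compound 15 min at RT, then 5'-biotin/3'-phosphotyrosine-FITC DNA substrate (15 nM) added for 5 min. AlphaScreen beads (10 ug/ml) added, 10 min RT; tyrosine-FITC cleavage read as signal loss.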
DT40 TDP1 no CPT: qHTS for Inhibitors of human tyrosyl-DNA phosphodiesterase 1 (TDP1): qHTS in cells in absence of CPT; DT40 Tdp1-/- hTDP1 cells, no CPT, ATP luminescence, 48 h; Potency, µM (doses to about 46.2 µM), for the others: top-dose activity change, negative = growth inhibition, most hits filed as inhibitors; actives 15% (n = 420,000); also: nearly all actives have a fitted effect of over 55% in size
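Growth of hTDP1-complemented DT40 Tdp1-knockout cells is measured by ATP luminescence after at least 48 hr compound exposure at 37 °C, with DMSO substituting for the 20 nM CPT used in the parallel screen.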
Numbers without * were called inactive; ? = inconclusive; . = no result given; [ ] = dose if it differs, or a comment. Calls follow the shape of the dose curve; as a rule, active = well fitted curve in the direction sought with a large enough effect; inconclusive = small, poorly fitted or top-dose-only effect, or another doubt; inactive = no such curve, though single readings can be large; an effect the other way counts as inactive or inconclusive. % is scaled to controls: 0 for no effect and ±100 for the full control effect; potency is read from the fitted curve at half-maximal effect. The order is random. Share with any hit: about 18%.

Values in the order: TDP1 cell CPT	TDP1 block	DT40 TDP1 no CPT
1: O=C(CSc1nc2c([nH]c3ccccc32)c(=O)n1-c1ccccc1)N1CCCCCC1
  ?	-14.3%	-23.7%
2: CN1C(=O)C2(C(C#N)=C(N)N(c3cc(Cl)cc(Cl)c3)C3=C2C(=O)CCC3)c2ccccc21 (stereo not given)
  ?	0.0%	?
3: Cc1ccc(NC(=O)Cn2cnc3c(cnn3C(C)(C)C)c2=O)cc1
  -29.8%	0.0%	-9.9%
4: Cc1nn(-c2ccccc2)c(Cl)c1/C=N/NC(=O)OC(C)(C)C
  ?	-3.2%	16.4µM*
5: CCCCn1c(N)c(N(CCOC)C(=O)COC(=O)C(C)(C)Oc2ccc(Cl)cc2)c(=O)[nH]c1=O
  -28.3%	.	-13.9%
6: CC(=O)Oc1c(Br)cc(N(C(C)=O)S(=O)(=O)c2ccccc2)c2ccccc12
  ?	.	6.51µM*
7: CCn1nnnc1NCc1c(OC)ccc2ccccc12
  -4.4%	0.0%	3.2%
8: COc1ccc(C2=NN(C(=O)CN3CCCCC3)C(c3ccc(OC)cc3)C2)cc1 (stereo not given)
  16.4µM*	6.8%	?
9: Cc1c(C(=O)OC2CCCC2)[nH]c2c1C(=O)CC(c1ccc(C(C)(C)C)cc1)C2 (stereo not given)
  18.4µM*	0.0%	?
10: COc1ccc(OC)c(NS(=O)(=O)c2ccc3[nH]c(=O)[nH]c3c2)c1
  -21.9%	.	?
11: O=C(CNS(=O)(=O)c1ccccc1)N/N=C/c1ccccc1[N+](=O)[O-]
  -22.3%	.	-22.2%
12: Cc1cc(N2C(=O)c3ccc(C(=O)Nc4ccc(CC(=O)O)cc4)cc3C2=O)no1
  0.3%	-2.4%	19.9%
13: CCOC(=O)N1CCc2c(sc(NCc3ccc(OCC)cc3)c2C(=O)Nc2ccc(OC)cc2OC)C1
  ?	10.4%	?
14: CN(CCO)C(=O)c1c(NC(=O)c2ccccc2)sc2c1CCCC2
  -5.7%	.	-7.0%
15: N#CCCN(C(=O)COC(=O)CCc1c[nH]c2ccccc12)c1ccc(F)cc1
  ?	-4.1%	-13.3%
16: CC(C)NC(=O)N1CCC2(CC1)CCN(C(=O)c1ccncc1)CC2
  5.4%	.	2.1%
17: Cc1cccc(N2CCCn3c2nc2c3c(=O)[nH]c(=O)n2C)c1
  -6.4%	.	3.1%
18: CS(=O)(=O)N1CCCC(C(=O)Nc2ccccc2)C1 (stereo not given)
  -7.7%	.	-13.9%
19: Oc1ccc(N2CCN(c3ccnc4cc(Cl)ccc34)CC2)cc1
  ?	12.6%	23.1µM*
20: O=C(CSc1ncnc2ccccc12)c1ccco1
  ?	-2.3%	20.6µM*
21: CCCCC1=CC2=CC(=O)C(C)(OC(=O)c3cccs3)C(=O)C2=CO1 (stereo not given)
  -0.8%	-1.9%	-5.2%
22: COCCCNC(=O)c1nc2c(nnn2Cc2cc(C)ccc2C)c(=O)[nH]1
  -27.2%	2.4%	?
23: COc1ccccc1CNC(=O)CSc1nc2nc(C)c(Cc3ccccc3Cl)c(C)n2n1
  ?	2.9%	?
24: Cc1nnc(SCC(=O)NC2CCCC2)s1
  -22.2%	3.4%	-4.2%
25: CCN(CC(=O)Nc1c(F)cccc1F)C(=O)CCc1nc2sc3c(c2c(=O)[nH]1)CCCC3
  -23.8%	-2.5%	-28.5%
26: CCOc1ccc(/C=N/Nc2cc(N3CCOCC3)ncn2)c(O)c1
  5.8µM*	.	5.8µM*
27: CCOC(=O)c1cccc(NC(=O)[C@@H](c2ccccc2)N2Cc3ccccc3C2=O)c1
  ?	2.3%	?
28: Cc1cccc(CNC(=O)C2CCC(=O)N(C3CCCCCC3)C2)c1 (stereo not given)
  -20.7%	1.9%	0.5%
29: S=c1[nH]ccn1-c1c(Cl)cccc1Cl
  -4.8%	.	1.7%
30: CN(C)c1cc2c(cc1NS(=O)(=O)c1ccccc1)n(C)c(=O)n2C
  ?	1.0%[0.0935 µM]	?

Some of the entries so far, bar-delimited.
# | canonical_smiles | TDP1 cell CPT | TDP1 block | DT40 TDP1 no CPT
9 | Cc1c(C(=O)OC2CCCC2)[nH]c2c1C(=O)CC(c1ccc(C(C)(C)C)cc1)C2 (stereo not given) | 18.4µM* | 0.0% | ?
10 | COc1ccc(OC)c(NS(=O)(=O)c2ccc3[nH]c(=O)[nH]c3c2)c1 | -21.9% | . | ?
11 | O=C(CNS(=O)(=O)c1ccccc1)N/N=C/c1ccccc1[N+](=O)[O-] | -22.3% | . | -22.2%
12 | Cc1cc(N2C(=O)c3ccc(C(=O)Nc4ccc(CC(=O)O)cc4)cc3C2=O)no1 | 0.3% | -2.4% | 19.9%
13 | CCOC(=O)N1CCc2c(sc(NCc3ccc(OCC)cc3)c2C(=O)Nc2ccc(OC)cc2OC)C1 | ? | 10.4% | ?

Next section.
Values in the order: TDP1 cell CPT	TDP1 block	DT40 TDP1 no CPT
31: COc1ccc(Nc2ccnc(Nc3ccc(OC)cc3)n2)cc1
  2.59µM*	5.9%	2.59µM*
32: N#CCCCSC1=C(C#N)C(c2ccccc2Cl)CC(=O)N1 (stereo not given)
  ?	1.9%	?
33: CC1CCN(CC(=O)Nc2ccc(C(=O)N3CCCCC3)cc2)CC1
  -22.8%	3.9%	?
34: CCc1nc2ccc(C(=O)NCCOc3ccc(OC)cc3)cn2c1N(C)Cc1ccc(OC)cc1
  ?	.	20.6µM*
35: COc1cccc(NC(=O)CNC(=O)c2ccc(C)o2)c1
  0.9%	5.2%	10.8%
36: COc1ccc(NS(=O)(=O)c2ccc(NC(=S)NC(=O)/C=C/c3ccc(C)cc3)cc2)nn1
  ?	3.4%	?
37: Clc1ccc(SCc2cn3ccsc3n2)cc1
  -29.3%	3.1%	-20.4%
38: Cc1ccc2nc(Cl)nc(-c3ccccc3)c2c1
  -18.5%	2.4%	?
39: CCc1nc2c(OCc3ccc(C(=O)OC)cc3)cccn2c1N(C)C(=O)c1ccc(OC)cc1
  ?	.	?
40: COc1ccc(/C=C2\SC(=O)N(CCNC(=O)Cc3coc4cc(C)ccc34)C2=O)cc1OC
  ?	0.0%	?
41: O=C1NC2(CCCCC2)C(=O)N1c1ccc(Cl)cc1
  -0.7%	2.8%	13.3%
42: NS(=O)(=O)c1ccc(CCNC(=O)c2cc(-c3ccco3)nc3ccccc23)cc1
  -11.5%	-4.2%	?
43: Cc1ccc(S(=O)(=O)N2CCN(C(=O)CN3C(=O)c4ccccc4C3=O)CC2)c(C)c1
  -17.2%	-0.1%	-3.2%
44: CCN(CC)c1cc(C)c2ccccc2n1
  3.4%	-2.5%	-3.6%
45: O=C(c1ccco1)N1CCN(Cc2nnc(-c3ccccc3F)o2)CC1
  9.4%	-4.0%	-20.5%
46: COc1ccc(CCNc2nc(SCc3ccc(F)cc3)nc3ccccc23)cc1OC
  7.31µM*	0.5%	7.31µM*
47: COc1cc(OC)c(NC(=O)n2ncc3cc(Cl)ccc32)cc1Cl
  -11.1%	2.9%	-13.3%
48: COCCCN1C(=O)c2ccc(C(=O)Nc3ccc(OC)cc3)cc2C1=O
  -2.4%	1.9%	-10.5%
49: CN1CCC(=O)N([C@H](CSc2ccc(Br)cc2)c2ccccc2)CC1
  ?	1.2%	?
50: CCn1c2ccccc2c2cc(CNCCCN3CCOCC3)ccc21
  20.6µM*	6.0%	16.4µM*
51: Cc1c(C(=O)O)oc2ccc(S(=O)(=O)N3CCC(C)CC3)cc12
  -0.8%	-4.3%	-7.6%
52: Cc1ccccc1NC(=O)C1CCN(S(=O)(=O)c2ccc3c(c2)NC(=O)C(C)S3)CC1 (stereo not given)
  -27.0%	3.3%	-9.1%
53: COC(=O)C1CCN(C2CN(Cc3ccccc3)S(=O)(=O)C2)CC1 (stereo not given)
  -17.7%	.	-1.8%
54: CCc1nn2c(=O)c(S(=O)(=O)Nc3ccc(C)c(C)c3)c(C)nc2s1
  ?	0.0%	23.1µM*
55: COCCNc1ncnc2ccc(-c3ccccc3C)cc12
  10.3µM*	.	20.6µM*
56: CCN(CC)S(=O)(=O)c1nnc(NC(=O)COc2ccccc2Cl)s1
  ?	2.6%	?
57: Cc1cccn2c(CN3CCNC(=O)CC3)c(C(=O)N(C)CCc3ccccc3)nc12
  -4.0%	.	-10.6%
58: CCCCCCCCN1C(=O)[C@H](CC(=O)N2CCN(C(=O)c3ccco3)CC2)C[C@@]2(C(=O)OC)CCCCC=C12
  ?	.	23.1µM*
59: Cc1nn(-c2ccccc2)c(Cl)c1/C=N/NC(N)=O
  1.7%	-3.1%	-11.7%
60: C=CC[C@@H](Cc1ccc(F)cc1)C(=O)OC[C@@H]1CCCN1C(=O)[C@@H](CC=C)CC(=O)N(CCO)Cc1ccccc1
  ?	0.1%	14.6µM*

6 records drawn at random from those above, as already listed:
Values in the order: TDP1 cell CPT	TDP1 block	DT40 TDP1 no CPT
57: Cc1cccn2c(CN3CCNC(=O)CC3)c(C(=O)N(C)CCc3ccccc3)nc12
  -4.0%	.	-10.6%
42: NS(=O)(=O)c1ccc(CCNC(=O)c2cc(-c3ccco3)nc3ccccc23)cc1
  -11.5%	-4.2%	?
35: COc1cccc(NC(=O)CNC(=O)c2ccc(C)o2)c1
  0.9%	5.2%	10.8%
49: CN1CCC(=O)N([C@H](CSc2ccc(Br)cc2)c2ccccc2)CC1
  ?	1.2%	?
51: Cc1c(C(=O)O)oc2ccc(S(=O)(=O)N3CCC(C)CC3)cc12
  -0.8%	-4.3%	-7.6%
37: Clc1ccc(SCc2cn3ccsc3n2)cc1
  -29.3%	3.1%	-20.4%

Other entries
Values in the order: TDP1 cell CPT	TDP1 block	DT40 TDP1 no CPT
61: COc1cc2c(cc1NC(=O)COc1ccccc1OC)oc1ccccc12
  ?	5.3%	?
62: COc1ccccc1CC(=O)NCCN1CCCCC1
  11.9%	.	2.5%
63: O=C(CSc1nnc(-c2ccccc2)c(-c2ccccc2)n1)Nc1ccccc1Cl
  ?	7.8%	?
64: COc1cccc2cc(C(C)N(CCCN3CCOCC3)C(=O)Nc3ccc(Cl)cc3)oc12 (stereo not given)
  ?	5.2%	23.1µM*
65: Nc1nnc(Sc2ccc(Cl)cc2[N+](=O)[O-])s1
  4.3%	0.0%	-13.3%
66: CCOc1ccc(S(=O)(=O)Nc2ccc(C(=O)NCC(c3ccco3)N(C)C)cc2)cc1 (stereo not given)
  11.1%	-5.6%	-9.8%
67: COc1ccccc1CNC(=O)C(=O)NCC(c1ccc2c(c1)OCO2)N1CCOCC1 (stereo not given)
  ?	-1.1%	?
68: COc1ccc(-c2nnc(SCC(=O)N(Cc3ccccc3)C(C)(C)C)o2)cc1OC
  23.1µM*	0.0%	13µM*
69: O=C(Nc1ccc(NS(=O)(=O)c2ccccc2)cc1)c1ccccc1Cl
  ?	-0.3%	?
70: Cc1c(C)n(Cc2ccccc2)c2ncnc(NCCO)c12
  4.4%	.	?
71: O=C(C1CCC(=O)N1C1CCCCC1)N1CCN(c2ccc(F)cc2)CC1 (stereo not given)
  -20.3%	2.9%	-13.9%
72: Cc1cc(=O)[nH]c2c1cnn2C(C)c1ccccc1 (stereo not given)
  -14.1%	.	-17.5%
73: CSCCC(NC(=O)c1cncc(Br)c1)C(=O)O (stereo not given)
  -24.5%	1.0%	-10.0%
74: CCN(CC(=O)Nc1ccc(NC(C)=O)cc1)C(=O)C(c1ccccc1)c1ccccc1
  8.0%	-1.8%	?

An excerpt from above in order of count of non-hydrogen atoms, descending.
Values in the order: TDP1 cell CPT	TDP1 block	DT40 TDP1 no CPT
67: COc1ccccc1CNC(=O)C(=O)NCC(c1ccc2c(c1)OCO2)N1CCOCC1 (stereo not given)
  ?	-1.1%	?
63: O=C(CSc1nnc(-c2ccccc2)c(-c2ccccc2)n1)Nc1ccccc1Cl
  ?	7.8%	?
69: O=C(Nc1ccc(NS(=O)(=O)c2ccccc2)cc1)c1ccccc1Cl
  ?	-0.3%	?
72: Cc1cc(=O)[nH]c2c1cnn2C(C)c1ccccc1 (stereo not given)
  -14.1%	.	-17.5%

Compound activity as filed in PubChem BioAssay.
